# PDI turbidity = PDI (human) enzyme inhibition. P07237. PDI insulin aggregation turbidity, A650, 90 min. AID 588391. 0.052% of 350,000 active. inhibition, % at 10 µM;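 active = mean inhibition across replicates of 30% or more, whatever share of single replicates reach that level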;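 note: absorbance from insulin aggregation driven by PDI reduction with DTT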
# CaV13 FRET inh = Primary screen for inhibitors of IQ motif and Ca2+-dependent inactivation inhibitor domain binding in CACNA1D, Förster resonance energy transfer in living cells, …; inhibition, % at 12.3 µM; 0.098% of 340,000 active; HEK cells, CFP/YFP FRET ICDI-IQ, plate reader, 10 min; percent FRET-ratio fall versus neutral wells;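 active = mean replicate inhibition of at least 30% and at least 1% of replicates passing that level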;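 note: 0% = median of the neutral control wells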
# MC4R antag cAMP = human MC4R antagonism in cAMP assay; P32245; MC4R-expressing cells, MTII-stimulated cAMP, LANCE TR-FRET; inhibition, % at 6.5 µM; 0.48% of 360,000 active; AID 540295;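 active = inhibition above its plate's cutoff, the mean of tested wells on that plate plus 3 SD, cut at about 29% in these data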;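 note: 0% = Melanotan II alone and 100% = Melanotan II plus saturating MCL0020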
# Target sequence (P32245 whole entry, looked up): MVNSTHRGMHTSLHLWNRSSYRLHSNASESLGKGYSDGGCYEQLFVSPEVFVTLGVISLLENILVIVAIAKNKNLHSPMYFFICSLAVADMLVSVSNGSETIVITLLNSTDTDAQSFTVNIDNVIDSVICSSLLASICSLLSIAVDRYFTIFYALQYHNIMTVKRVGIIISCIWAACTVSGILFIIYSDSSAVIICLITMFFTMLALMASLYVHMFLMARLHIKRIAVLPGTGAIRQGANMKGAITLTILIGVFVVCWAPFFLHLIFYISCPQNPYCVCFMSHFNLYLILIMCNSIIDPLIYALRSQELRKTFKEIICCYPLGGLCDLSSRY
#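 Assay system: human MC4R-expressing U2OS cells; reagent: Melanotan II stimulation of cells; dosing: 6.5 µM single dose; timing: compound 30 min, challenge 1 h, detection 1 h; signal: TR-FRET cAMP assay; replicates: one well per compound, no replicates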
# H9c2 protect = protects H9c2 cardiomyocytes from peroxide injury; H2O2 injury protection, ATPLite, 2 h; protection from H2O2 cell death, % at 20 µM; 0.63% of 360,000 active; AID 588492;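 active = compounds giving at least 50% protection of heart cells from peroxide-induced death in the single-dose screen, raw or plate-pattern-corrected value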;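 note: 0% = DMSO wells with peroxide and 100% = DMSO wells without peroxide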
# ABCB6 inh MLPCN = human ABCB6 transporter inhibition | Q9NP58 | K562-ABCB6 porphyrin accumulation, flow cytometry, 1 h; hits give low values | fluorescence ratio to DMSO, % at 10 µM | 0.19% of 360,000 active;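 active = fluorescence ratio to DMSO below 75%, the collection mean minus 3 SD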;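 note: signal is porphyrin accumulated inside mitochondria; 100% equals median channel fluorescence of DMSO control wells; lower ratio means ABCB6 inhibition with less porphyrin fluorescence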
# N-glyco inh = N-linked glycosylation inhibition. D54 ERlucT glycosylation luciferase reporter, 24 h; percent of 100 nM tunicamycin response. reporter increase, % at 12.5 µM. 0.23% of 360,000 active;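 active = mean luciferase reporter signal, scaled so untreated is 0 and the glycosylation-blocking control 100, at or above a set limit in every replicate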;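 note: luciferase carries N-glycosylation sites so blocking glycosylation raises the light; 0% = median of neutral control wells and 100% = median of 100 nM tunicamycin wells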
# m5-HT2A agonist = activates the mouse 5-HT2A serotonin receptor; P35363; CHO-K1 mHTR2A beta-arrestin complementation, luminescence; percent of 30 µM serotonin response; activation, % at 7.6 µM; 0.66% of 360,000 active; AID 624169;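 active = activation above a run cutoff, the mean activation of all tested compounds plus 3 SD, cut at about 14% in these data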;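 note: 0% = plate median of compound wells and 100% = 30 µM serotonin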
# Target sequence (P35363 whole entry, looked up): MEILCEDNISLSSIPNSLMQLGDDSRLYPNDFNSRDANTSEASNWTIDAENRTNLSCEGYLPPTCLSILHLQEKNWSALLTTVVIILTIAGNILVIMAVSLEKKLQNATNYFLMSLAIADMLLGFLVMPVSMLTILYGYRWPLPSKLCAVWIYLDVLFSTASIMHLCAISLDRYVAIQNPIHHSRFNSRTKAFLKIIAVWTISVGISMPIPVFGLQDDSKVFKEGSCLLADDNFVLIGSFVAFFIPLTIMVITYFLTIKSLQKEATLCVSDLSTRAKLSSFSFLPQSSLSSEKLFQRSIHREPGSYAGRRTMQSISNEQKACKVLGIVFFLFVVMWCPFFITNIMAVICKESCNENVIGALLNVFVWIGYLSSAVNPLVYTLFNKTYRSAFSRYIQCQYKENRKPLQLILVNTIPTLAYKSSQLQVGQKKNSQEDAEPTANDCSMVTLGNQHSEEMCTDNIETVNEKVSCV
# MC4R barr agon = agonists of human melanocortin 4 receptor (MC4R) beta-arrestin. AID 540308. U2OS MC4R beta-arrestin complementation, luminescence; percent of melanotan II response, DMSO zero. activation, % at 8.9 µM. 0.98% of 360,000 active. P32245;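 active = activation above a per-plate cutoff, the mean activation of sample wells on that plate plus 3 SD, cut at about 8% in these data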
# ABHD5 PLIN5 PPI = inhibitors of human ABHD5-perilipin-5 interaction; Q00G26+Q8WTS1; Split G. princeps luciferase complementation, luminescence, 4 h; inhibition, % at 4 µM; 0.78% of 360,000 active; AID 602281;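 active = inhibition above the mean inhibition across every tested compound plus 3 SD, cut at about 22% in these data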;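 note: 0% = DMSO only wells and the 100% control is not disclosed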
# Exocytosis inh = lytic granule exocytosis inhibition. 0.66% of 360,000 active. TALL-104 LAMP-1 surface exposure, flow cytometry; cells stimulated with thapsigargin and PMA. AID 651702. inhibition, % at 10 µM;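 active = inhibition above about 55%, limit read from the data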
# * hit, by the source's call; . = not tested or not shown.
# Preview (seven entries):
# Results follow in this order: ABHD5 PLIN5 PPI	H9c2 protect	MC4R antag cAMP	N-glyco inh	m5-HT2A agonist	ABCB6 inh MLPCN	PDI turbidity	CaV13 FRET inh	MC4R barr agon	Exocytosis inh
- O=C(C1CCCN(c2ncnc3c2nc2n3CCCCC2)C1)N1CCCCC1 (stereo unspecified)
 : -2.1	-1.5	-1.6	1.5	-2.3	95.0	0.2	-7.2	-3.3	0.0
- Cc1nn(C)c(C)c1NC(=O)CSc1nc(Cc2ccccc2)nc2c1cnn2-c1ccccc1
 : -0.4	-10.0	0.5	1.3	-5.9	97.0	-5.6	.	0.1	-4.2
- CCn1c(=NC(=O)CS(=O)(=O)c2ccc(F)cc2)sc2cccc(OC)c21
 : 0.2	-17.3	3.4	-3.0	6.2	101.0	-9.4	-5.1	-2.1	41.3
- O=C1CCC([N+](=O)[O-])C(c2ccccc2Br)N1 (stereo unspecified)
 : 6.9	11.2	25.1	-0.8	2.3	98.0	1.7	-3.5	-0.2	-1.2
- O=C(c1cccc(S(=O)(=O)NCc2ccccc2)c1)N1CCN(c2cccc(C(F)(F)F)c2)CC1
 : -11.6	-5.3	1.3	.	1.0	97.0	6.0	.	-4.1	5.1
- Cc1cc(NC(=O)Nc2cccc(Cl)c2)n(-c2ccccn2)n1
 : -3.6	7.4	7.1	5.7	-5.0	97.0	17.4	-2.8	1.1	-8.2
- O=C(Nc1ccccc1)NC1(C(=O)NCCCN2CCOCC2)CCCCC1
 : 1.1	-1.8	4.7	0.4	5.0	87.0	-0.1	-4.1	-1.4	-1.0

# Main list (from the top)
# Results follow in this order: ABHD5 PLIN5 PPI	H9c2 protect	MC4R antag cAMP	N-glyco inh	m5-HT2A agonist	ABCB6 inh MLPCN	PDI turbidity	CaV13 FRET inh	MC4R barr agon	Exocytosis inh
- O=C(C1CCCN(c2ncnc3c2nc2n3CCCCC2)C1)N1CCCCC1 (stereo unspecified)
 : -2.1	-1.5	-1.6	1.5	-2.3	95.0	0.2	-7.2	-3.3	0.0
- Cc1nn(C)c(C)c1NC(=O)CSc1nc(Cc2ccccc2)nc2c1cnn2-c1ccccc1
 : -0.4	-10.0	0.5	1.3	-5.9	97.0	-5.6	.	0.1	-4.2
- CCn1c(=NC(=O)CS(=O)(=O)c2ccc(F)cc2)sc2cccc(OC)c21
 : 0.2	-17.3	3.4	-3.0	6.2	101.0	-9.4	-5.1	-2.1	41.3
- O=C1CCC([N+](=O)[O-])C(c2ccccc2Br)N1 (stereo unspecified)
 : 6.9	11.2	25.1	-0.8	2.3	98.0	1.7	-3.5	-0.2	-1.2
- O=C(c1cccc(S(=O)(=O)NCc2ccccc2)c1)N1CCN(c2cccc(C(F)(F)F)c2)CC1
 : -11.6	-5.3	1.3	.	1.0	97.0	6.0	.	-4.1	5.1
- Cc1cc(NC(=O)Nc2cccc(Cl)c2)n(-c2ccccn2)n1
 : -3.6	7.4	7.1	5.7	-5.0	97.0	17.4	-2.8	1.1	-8.2
- O=C(Nc1ccccc1)NC1(C(=O)NCCCN2CCOCC2)CCCCC1
 : 1.1	-1.8	4.7	0.4	5.0	87.0	-0.1	-4.1	-1.4	-1.0
- O=S(=O)(c1ccc(F)cc1)c1nc(-c2ccco2)oc1Nc1ccc(F)cc1
 : -9.8	-0.2	15.2	-2.3	-0.3	106.0	5.4	-3.3	-0.8	-2.2
- Cc1ccccc1NC(=O)c1nc[nH]c1C(=O)NCc1ccccc1
 : 2.0	5.0	-6.2	-3.4	-8.2	98.0	-1.1	.	-0.6	-2.3
- COc1ccc(NC(=S)NC2CCCCC2)cn1
 : 1.8	-7.7	-0.7	0.0	4.3	97.0	-1.3	-21.4	-2.3	-1.8
- COCCNC(=O)c1ccc(NC(=O)C2(c3ccccc3)CCCC2)cc1
 : 7.2	-2.7	-1.2	4.0	-8.3	99.0	1.7	5.8	4.2	4.6
- O=C(O)CCC(=O)N1N=C(c2ccccc2)CC1c1ccc(Br)cc1 (stereo unspecified)
 : 0.8	4.5	5.5	2.3	7.3	110.0	-3.2	-7.2	0.0	-0.7
- COc1ccc2[nH]c3c(c2c1)CN(C)CC3
 : -1.5	0.8	-0.6	2.4	0.7	102.0	8.5	-9.7	0.6	0.3
- COc1ccc(NS(=O)(=O)c2cc(OC)ccc2NC(=O)c2cc(C)oc2C)cc1
 : 9.5	-1.7	-17.4	19.6	-1.5	90.0	5.7	-5.7	-1.3	2.3
- COc1ccc(C(=O)c2ccc(CC(=O)O)s2)cc1
 : -0.3	2.6	-2.3	1.0	0.9	106.0	-2.0	-1.1	-2.1	-2.3
- CC1(C)Cc2cccc(OCC(=O)Nc3ccccc3F)c2O1
 : 7.4	4.5	-3.4	-1.5	-4.2	94.0	-2.7	-15.9	-1.1	0.7
- Cc1nn(-c2ccccc2)c2[nH]c(=O)cc(C(F)F)c12
 : 3.8	-2.2	-1.4	-1.2	2.6	96.0	3.8	-5.9	-1.0	14.5
- CCN(CC)c1nc(OC)nc(-n2nnc(C(C)=O)c2C)n1
 : 3.2	17.4	3.0	1.2	6.1	93.0	2.9	-5.4	-0.3	0.9
- CCCn1c(CCNc2nc(-c3ccc(OC)cc3)cs2)nc2ccccc21
 : -10.6	1.0	8.0	-0.7	0.2	92.0	-1.6	-4.8	3.6	-1.1
- COc1cccc(-n2nnc3c(=O)n(Cc4ccccc4F)cnc32)c1
 : -0.9	-1.4	8.2	1.4	-3.0	97.0	-2.4	-3.1	-0.1	-3.7
- Cc1noc(C)c1C(=O)OCC(=O)/C=C1\N(C)c2ccccc2C1(C)C
 : -1.9	-7.8	-3.5	-1.6	-1.7	106.0	-3.6	-5.6	-1.2	-2.7
- CCCCCSc1nc(N2CCOCC2)c2c(c1C#N)CC(C)(C)OC2
 : 3.0	-5.0	-4.5	1.8	5.7	90.0	1.3	-3.4	-0.8	3.2
- Cc1nc2c(nnn2Cc2ccccc2)c(=O)n1-c1ccccc1
 : -1.0	-7.2	9.5	2.9	0.6	109.0	-7.6	0.1	0.8	0.2
- O=S(=O)(NCCC1=CCCCC1)c1c(Cl)cccc1Cl
 : 7.3	-7.7	8.5	-2.4	8.8	99.0	9.6	-7.6	1.6	4.2
- CCC(=O)N1CCN(c2ccccc2NC(=O)c2ccc([N+](=O)[O-])o2)CC1
 : -36.7	5.9	8.8	-0.4	-10.1	100.0	3.7	-4.4	0.1	8.4
- CC(=O)c1ccc(OCc2cn(CC(=O)c3ccc(O)cc3)nn2)c(C)c1
 : 6.0	2.6	4.0	2.1	1.5	93.0	29.9	-6.3	-2.5	-4.2
- COC(=O)c1sc2nc(N3CCCCC3)c3c(c2c1N)CCCC3
 : -3.2	-4.6	-2.6	-0.7	-4.5	94.0	9.0	.	-0.7	0.1
- O=C1C2C3C=CC(C3)C2C(=O)N1/N=C/c1ccc(-c2ccccc2[N+](=O)[O-])o1 (stereo unspecified)
 : -1.4	5.0	6.5	4.4	-1.2	96.0	7.6	-4.2	-1.8	-0.7
- COc1ccc(N2C(=O)NC(NC(=O)c3ccncc3)(C(F)(F)F)C2=O)cc1 (stereo unspecified)
 : 4.4	-6.9	6.9	1.5	-4.6	106.0	-1.8	-4.8	1.2	-3.6
- O=C(C1=C(O)C(=O)N(Cc2cccnc2)C1c1cccc(Oc2ccccc2)c1)c1ccco1 (stereo unspecified)
 : -6.6	1.5	-2.6	0.1	-5.7	98.0	-5.8	-6.0	-2.9	-5.4
- CC(C)C(=O)N/N=C/c1ccc(OCc2ccccc2)cc1
 : -1.0	-10.7	-2.4	-2.1	-3.7	91.0	7.5	-2.7	-1.8	-2.9
- CC(NC(=O)COC(=O)Cc1ccc(Cl)cc1)c1ccccc1 (stereo unspecified)
 : -4.1	4.4	7.0	-0.4	-2.1	103.0	1.8	-6.2	-1.1	11.9
- Cc1ccc(CNC(=S)N(C)C)cc1
 : 3.6	4.4	-0.9	0.4	-2.9	98.0	-6.1	-4.7	-0.6	3.3
- CC(=O)C1=C(O)CC(C)(C)CC1=NCc1nc2ccccc2[nH]1
 : -4.7	1.3	-3.1	0.2	-5.5	100.0	-7.1	-3.5	-0.7	-4.4
- O=C(CC12CC3CC(CC(C3)C1)C2)NC1CC1
 : 0.5	0.5	6.6	0.5	4.9	96.0	16.1	-4.0	-2.1	-1.7
- CCCCC[n+]1ccn(C2=C([O-])c3ccccc3C(=O)/C2=N\S(=O)(=O)c2ccc(Cl)cc2)c1
 : 4.6	-7.4	4.8	-5.6	10.2	102.0	1.7	-2.2	-2.3	16.2
- O=C(C[C@@H]1CC[C@@H]2[C@H](COC[C@@H](O)CN2Cc2cc(F)ccc2F)O1)NCc1ccc(F)cc1
 : -2.0	.	.	.	-0.7	.	.	-6.7	.	1.4
- Cn1c(-c2ccccc2)c(C#Cc2ccc(N)cc2)c2ccccc21
 : 3.1	-11.5	9.4	0.4	-3.6	99.0	0.4	-11.1	-0.5	16.2
- C=C(C)Cn1c2ccc(NC(=O)NCCc3ccccc3)cc2c(=O)n1C
 : -2.4	-1.3	-1.2	-1.8	3.2	100.0	7.0	-4.4	-2.4	-12.2
- CCCC(O)(c1ccc(Cl)cc1)C(CN1CCOCC1)c1ccccc1 (stereo unspecified)
 : 1.5	-2.0	5.9	-5.5	-2.1	90.0	5.6	-6.1	7.9	-6.0
- CCC(C)[C@H](NC(=O)Nc1cccc(OC)c1)C(=O)OC (stereo partly specified)
 : -0.1	-2.5	0.4	2.5	-1.8	99.0	2.4	-8.4	-0.1	-2.9
- COc1ccc(NC(=O)CS(=O)c2ccccc2Cl)cc1 (stereo unspecified)
 : -2.4	1.2	11.6	.	8.1	97.0	-7.3	.	-1.4	1.9
- O=C(COC(=O)c1ccc(Br)cc1)Nc1cccnc1Cl
 : 1.8	5.4	-3.9	0.5	0.7	96.0	-7.9	-6.5	-3.2	-4.8
- CNC(=O)C(C)c1ncc(C(F)(F)F)cc1Cl (stereo unspecified)
 : -2.9	-5.0	31.1*	1.5	-3.3	101.0	1.9	-4.2	0.6	-4.6
- CCOC(=O)N1CCN(C(=O)C(NC(=O)c2ccco2)C(C)C)CC1 (stereo unspecified)
 : -1.8	1.8	1.6	0.2	-7.8	98.0	0.5	-18.4	-1.6	-1.5
- CCOC(=O)N1[C@@H]2C=C(C)[C@@H]2[C@@H]2[C@@H](C)C(=O)N21
 : 0.4	0.6	5.8	0.5	4.3	104.0	1.7	-10.4	-0.2	2.6
- CCOC(=O)/C(N=Nc1cc(C(=O)O)cc(C(=O)O)c1)=C(\O)CCl
 : 5.6	-6.6	-7.5	1.5	3.3	103.0	-6.7	-3.4	2.9	-7.6
- CCOc1ccc(C(C)=O)cc1COC(=O)c1cc([N+](=O)[O-])ccc1N1CCOCC1
 : 3.0	15.0	19.1	5.3	-9.0	86.0	-8.4	-5.5	1.5	-6.2
- CCn1c(SCC(=O)NC2CCCCC2)nc2ccccc2c1=O
 : 2.7	7.0	18.9	0.7	2.5	97.0	-1.1	-5.3	1.4	-0.1
- CCCOc1ccc(N)cc1N
 : -40.6	-33.5	-11.2	5.7	-0.2	144.0	7.2	-1.5	-2.7	22.8
